M5 ag: CHRM5 agonism in calcium assay | P08912 | CHO-K1 hM5 cells, Fluo-8 calcium fluorescence; 0% DMSO wells, 100% maximal acetylcholine response | activation, % at 3 µM | 360,000 compounds, 0.19% hits | AID 624037;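 active = activation above the run's mean over test compounds plus 3 SD, cut at about 23% in these data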;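 also: signal is peak over basal fluorescence ratio across the kinetic read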
Target sequence (P08912 whole entry, looked up): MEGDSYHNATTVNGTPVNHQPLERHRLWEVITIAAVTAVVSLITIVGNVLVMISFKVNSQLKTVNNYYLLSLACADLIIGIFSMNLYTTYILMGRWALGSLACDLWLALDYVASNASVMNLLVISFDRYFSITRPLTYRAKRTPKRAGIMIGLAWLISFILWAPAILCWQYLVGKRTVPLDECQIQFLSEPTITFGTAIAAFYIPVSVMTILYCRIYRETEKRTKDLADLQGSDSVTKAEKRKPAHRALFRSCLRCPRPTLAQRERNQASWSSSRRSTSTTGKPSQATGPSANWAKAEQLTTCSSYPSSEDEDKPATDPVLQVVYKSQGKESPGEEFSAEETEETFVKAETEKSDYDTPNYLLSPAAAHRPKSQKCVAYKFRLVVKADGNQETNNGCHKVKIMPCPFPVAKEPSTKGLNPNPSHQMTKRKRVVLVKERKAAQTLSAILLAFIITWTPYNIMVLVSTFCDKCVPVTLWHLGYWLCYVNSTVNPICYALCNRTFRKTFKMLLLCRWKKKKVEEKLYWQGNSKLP
CHRM4 antagonist: CHRM4 antagonism in calcium assay. P08173. CHO-hM4 cells, ACh EC80, Fluo-8 calcium fluorescence. inhibition, % at 3 µM. 360,000 compounds, 0.73% hits;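 active = inhibition above its plate's cutoff, the mean inhibition of sample wells plus 3 SD, cut at about 27% in these data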;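 also: 0% = acetylcholine EC80 with DMSO and 100% = DMSO without agonist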
CHRM5 antagonist: blocks acetylcholine activation of human M5 receptor. P08912. CHO-hM5 cells, Fluo-8 calcium fluorescence, ACh EC80. inhibition, % at 3 µM. 360,000 compounds, 0.59% hits. AID 624040;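 active = inhibition above a per-plate cutoff, the mean of that plate's test compounds plus 3 SD, cut at about 27% in these data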;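 also: 0% = acetylcholine EC80 with DMSO and 100% = DMSO without agonist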
CRFBP-R2 block: blocks CRF-induced signaling of the CRF-BP/CRF-R2 complex; HEK293 CRF-R2/CRF-BP, CRF-induced calcium fluorescence; inhibition, % at 11.8 µM; 350,000 compounds, 0.59% hits; AID 588475;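 active = inhibition of the ligand-induced calcium signal above about 50% at the single tested concentration, limit read from the data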
CHRM4 PAM: positive allosteric modulators of human muscarinic M4 receptor | CHO-K1 hM4/Gqi5, Fluo-8 calcium fluorescence, ACh EC20; 0% = ACh EC20, 100% = maximal ACh | activation, % at 3 µM | 360,000 compounds, 0.4% hits | AID 624126;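 active = activation above its plate's cutoff, the mean activation of sample wells plus 3 SD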; also: some results filed as inactive read as strong as hits
M4 ag: CHRM4 agonism in calcium assay. AID 624127. 360,000 compounds, 0.14% hits. activation, % at 3 µM. CHO-K1 hM4/Gqi5, Fluo-8 calcium fluorescence; vehicle 0%, full acetylcholine response 100%. P08173;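 active = activation above the run mean over all test wells plus 3 SD, cut at about 32% in these data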;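 also: peak over basal fluorescence ratio per well then scaled between controls; 0% = DMSO wells and 100% = acetylcholine at EC100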
M1 PAM: potentiates human M1 receptor response to acetylcholine. 360,000 compounds, 0.088% hits. P11229. activation, % at 3 µM. CHO-K1 hM1, Fluo-8 calcium fluorescence, ACh EC20; 0% = ACh EC20, 100% = maximal ACh; in the data active = activation above about 19%, passing the limit was not always enough
Target sequence (P11229 whole entry, looked up): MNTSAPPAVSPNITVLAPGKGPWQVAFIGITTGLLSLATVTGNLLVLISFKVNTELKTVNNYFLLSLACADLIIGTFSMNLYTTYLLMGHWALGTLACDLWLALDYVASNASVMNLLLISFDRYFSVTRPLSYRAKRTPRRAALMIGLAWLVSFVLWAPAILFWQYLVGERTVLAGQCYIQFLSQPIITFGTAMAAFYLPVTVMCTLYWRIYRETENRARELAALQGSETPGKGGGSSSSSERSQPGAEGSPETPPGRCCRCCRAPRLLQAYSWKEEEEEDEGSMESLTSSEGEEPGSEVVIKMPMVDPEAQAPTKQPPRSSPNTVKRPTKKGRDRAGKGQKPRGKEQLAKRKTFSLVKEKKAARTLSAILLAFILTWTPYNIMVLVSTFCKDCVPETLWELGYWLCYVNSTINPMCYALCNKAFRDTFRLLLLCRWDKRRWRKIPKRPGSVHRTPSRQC
M5 PAM: positive allosteric modulators of human muscarinic M5 receptor; P08912; CHO-K1 hM5, Fluo-8 calcium, ACh EC20 PAM; 0% = ACh EC20, 100% = ACh EC100; activation, % at 3 µM; 360,000 compounds, 0.3% hits;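 active = activation above the run cutoff, the mean activation of all test compounds plus 3 SD, cut at about 18% in these data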
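system = human M5 receptor in CHO-K1 cells | compound = one concentration, 3 µM final (nominal) | schedule = Post-acetylcholine fluorescence recording 140 s | signal = Fluo-8 calcium dye fluorescence, kinetic read | benchmarks = low control EC20 acetylcholine (0%), high control EC100 acetylcholine (100%) | repeats = singlicate, one well per test compound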
CRFR2-BP ag: agonists of human CRF-binding protein/CRF-R2 receptor complex | AID 588473 | HEK293 CRF-R2/CRF-BP, calcium dye fluorescence (FLIPR); percent of saturating CRF peptide response | activation, % at 13.2 µM | 350,000 compounds, 0.46% hits;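 active = activation of at least 50%, plus an integration ratio under a set limit after plate pattern correction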;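 also: plate controls were neutral control wells without compound for no effect and CRF at EC100 for full effect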
* hit, by the source's call; nt = not tested or not shown.

Compound	M5 ag	CHRM4 antagonist	CHRM5 antagonist	CRFBP-R2 block	CHRM4 PAM	M4 ag	M1 PAM	M5 PAM	CRFR2-BP ag
O=c1[nH]c2ccc(S(=O)(=O)NCc3ccccn3)cc2s1	1.3	8.0	0.4	3.8	-4.5	0.6	-0.2	7.1	-1.2
Cc1nc2ccccc2n1/N=C/c1ccc([N+](=O)[O-])o1	1.1	-8.3	0.8	-1.9	22.6	0.0	6.3	1.4	1.1
CC(=O)NCCc1nc2ccccc2n1CCOc1ccccc1C	0.5	8.0	12.6	-6.8	-8.5	3.0	20.9	-7.0	-1.2
O=C(CCCn1c(=O)[nH]c2ccc(Br)cc2c1=O)NCc1ccc(Cl)cc1	-1.3	-4.3	2.7	-0.9	2.7	0.8	4.1	-0.7	-0.7
O=C(NCCCn1ccnc1)c1cc2ccccc2oc1=O	-2.4	-13.7	2.4	10.2	6.2	6.3	3.2	-2.9	-2.1
Clc1cccc(C[n+]2cc(-c3ccccc3)n3c2CCC3)c1	-8.6	-10.0	1.9	-12.5	-5.4	0.4	-5.5	-1.6	-1.0
COc1cccc(CN2CCNC(=O)C2CC(=O)NCCOc2cccnc2)c1 (stereo unspecified)	-2.3	-6.2	6.8	-9.2	11.8	0.9	13.8	5.3	-1.8
CCCCn1c(=O)cc(C)n(-c2ccccc2)c1=O	0.9	-3.2	6.3	3.7	-10.2	-0.7	14.3	1.3	-1.4
C/C(=N\N1CCN(Cc2ccc(Cl)cc2)CC1)c1ccc([N+](=O)[O-])cc1	0.1	0.5	-7.4	13.4	-4.6	0.7	2.5	5.9	5.6
S=C(c1ccc(-c2ccc(Br)cc2)o1)N1CCCCC1	2.2	5.6	3.2	5.1	-2.4	-0.5	5.0	4.6	-2.1
C#Cc1ccc(CN2CCN(CCCc3ccccc3)C(CCO)C2)cc1 (stereo unspecified)	0.0	-1.2	-4.4	-7.3	-9.6	2.3	-8.0	0.7	-0.4
O=C(OCCOCCN=C1NS(=O)(=O)c2ccccc21)C1CC(=O)N(c2ccccc2)C1 (stereo unspecified)	-0.8	11.6	1.6	-8.2	-5.8	0.0	2.2	-1.2	-1.9
CC(=O)Nc1ccc(NC(=O)CSc2nccn2Cc2ccco2)cc1	2.5	6.1	-3.8	-18.1	0.3	1.9	0.1	-0.3	-0.1
Cn1c(=O)cc(SCC(=O)NCCN2CCN(c3ccccc3F)CC2)c2cc(Cl)ccc21	-4.7	-11.9	6.1	15.1	11.2	-0.3	6.2	1.2	-0.4
CCCc1cc(=O)oc2cc(C)c3c(C)coc3c12	-0.4	-9.4	-0.6	-8.9	-0.9	-1.3	-2.9	-0.8	-0.9
CN(CC(=O)Nc1ccccc1Cl)C(=O)c1ccccc1Sc1ccccc1C#N	0.3	-25.7	1.6	11.6	0.8	6.8	9.1	-5.4	-2.8
CC1=NN(C(=O)c2ccccc2F)C(O)(c2ccc(Cl)cc2)C1 (stereo unspecified)	1.6	-1.1	4.1	3.7	3.1	4.3	12.4	0.0	1.6
CC(C)(C)NS(=O)(=O)c1ccc2[nH]c3c(c2c1)CCCCC3	1.8	-1.1	5.4	-34.8	1.7	2.5	11.0	-2.7	-1.7
COCCNc1nc(-n2nc(C)cc2C)nc2sc3c(c12)CCCC3	-3.6	3.8	5.5	27.6	26.6	1.6	7.1	6.1	-3.5
N#Cc1cc(NC(=O)c2ccc(Cl)cc2)ccc1Sc1ccccc1	0.8	-6.2	5.2	nt	-0.1	5.9	-20.4	-0.8	nt
O=C(OCC(=O)N1CCCCCC1)c1ccc(Cl)c(S(=O)(=O)N2CCCC2)c1	2.3	6.0	3.7	-5.3	-10.5	3.4	-4.4	-6.8	-2.7
COC(=O)[C@@]1(Cc2ccc(F)cc2)[C@H]2c3cc(C(=O)N4CCCC4)n(CCc4ccc(OC)c(Br)c4)c3C[C@H]2CN1C(=O)c1ccccc1	1.0	-6.4	4.2	nt	11.8	0.8	nt	-2.2	nt
CCCC(=O)Nc1c2c(nn1-c1ccccc1)CSC2	-2.9	0.0	9.3	9.3	-1.9	0.9	-0.1	-5.2	0.2
CCOc1ccc(CCNC(=O)COC(=O)c2cccc(S(=O)(=O)N3CCCCC3)c2)cc1OCC	2.6	-2.7	0.2	22.3	-0.9	0.6	4.0	-0.4	-0.9
COc1ccc(NC(=O)C2C3CCC(O3)C2C(=O)O)cc1OC (stereo unspecified)	0.1	-5.6	14.9	0.1	2.0	0.1	11.1	2.2	-4.2

Carrying on.
Compound	M5 ag	CHRM4 antagonist	CHRM5 antagonist	CRFBP-R2 block	CHRM4 PAM	M4 ag	M1 PAM	M5 PAM	CRFR2-BP ag
CCCn1nc(C(=O)Nc2cc(OCC)c(N3CCOCC3)cc2OCC)c2ccccc2c1=O	2.7	-7.2	3.1	-9.2	-0.9	8.5	5.3	1.9	-1.4
Nc1nc2n(n1)C(c1cccs1)CC(c1ccc(F)cc1)N2 (stereo unspecified)	-0.6	1.1	0.7	-10.0	-10.1	0.5	5.5	0.2	1.3
COc1ccc(CCNc2nc(C)nc3c2nnn3Cc2ccccc2)cc1OC	-3.0	8.4	17.2	-2.3	-2.0	1.9	-2.6	-1.8	-3.9
O=C1N/C(=C/c2ccc(Br)cc2)C(O)=C1C=NCc1ccccc1	-2.9	7.2	4.0	-34.2	-4.2	1.0	-6.1	-8.5	-1.5
Cc1n[nH]c(=O)c2c(NC(=O)COC(=O)/C=C/c3cccc(C(F)(F)F)c3)oc(C)c12	-3.0	-2.5	-8.4	-5.2	8.7	0.5	7.5	3.3	-0.9
CC(=O)Nc1scc(-c2ccccc2)[n+]1-c1ccc(C)cc1	-11.0	2.7	5.5	1.9	-8.8	-0.2	3.4	1.8	2.0
Cc1c(C(=O)Nc2ccc(C(F)(F)F)cc2)sc2ncn(CC(=O)N3CCN(c4ccccn4)CC3)c(=O)c12	-7.2	-2.4	18.7	12.8	0.3	2.5	-6.2	-8.6	0.9
O=C(c1ccccc1)C(CCc1ccccn1)CCc1ccccn1	-0.1	0.5	8.9	7.6	-4.7	5.4	-5.3	-4.3	0.9
COc1ccc(/C=C(\NC(=O)c2ccc([N+](=O)[O-])cc2)C(=O)NCCCN2CCOCC2)cc1	-1.3	-2.3	8.0	7.8	-2.8	0.1	13.1	4.5	-0.9
O=C(CCc1nnc(Cc2ccc3c(c2)OCO3)o1)NCc1nc2ccccc2s1	2.0	-3.0	-5.5	0.9	0.0	8.6	0.7	1.2	-0.1
CS(=O)(=O)N1CCC(Oc2ccccc2C(=O)N2CCNC(=O)C2)CC1	0.9	-5.8	6.5	5.1	7.2	1.3	5.0	4.0	0.3
Cc1ccc(S(=O)(=O)N2CCN(C(=O)c3cccs3)CC2)cc1	-2.7	-5.2	1.2	15.1	8.6	2.3	9.3	-3.0	-1.7
COc1cccc(CNCc2cc(OC)cc(OC)c2)c1	-2.0	3.2	7.7	-6.5	-6.2	5.4	10.9	1.9	-1.4
OC(c1ccc(F)cc1)c1ncc(-c2ccccc2F)[nH]1 (stereo unspecified)	0.4	-1.9	12.7	nt	0.6	0.4	1.8	-5.1	nt
c1ccc2c(c1)N1CCN=C1N2CCN1CCCCC1	-6.2	-1.9	-8.1	-23.6	9.1	0.8	13.8	4.0	6.9
Cc1ccc(N(CC(=O)NCCc2ccc(Cl)cc2)S(=O)(=O)c2c(C)noc2C)cc1	-3.6	9.3	2.6	-3.0	1.5	-0.4	4.9	-2.6	4.8
O=C(c1ccc(=O)[nH]c1)N(Cc1ccco1)C1(C(=O)NC2CCCC2)CCCCC1	-3.3	-6.2	8.7	-15.6	1.2	0.3	6.0	6.5	-1.7
NS(=O)(=O)c1cccc(NC(=O)c2cccc(-c3ccc(O)cc3)c2)c1	-3.6	11.6	23.4	-31.1	-3.6	1.6	-2.1	-4.2	-1.0
Cc1ccc(NC(=S)N(CCCN2CCCC2)Cc2cccn2Cc2ccc(Cl)cc2)cc1C	-18.7	11.8	6.1	-18.4	-26.1	2.3	-6.0	3.9	0.7
Cc1ccc(C(=O)C(C)Oc2ccc3ccc(=O)oc3c2)cc1 (stereo unspecified)	-5.8	-13.3	-14.9	-8.7	6.5	1.6	5.7	16.2	1.0
COCCN(Cc1nc2ccccc2c(=O)[nH]1)C(=O)c1cccc(S(=O)(=O)N2CCCC2)c1	0.5	-6.3	15.8	-0.6	5.0	1.1	10.5	-3.1	0.4
CCCCNC(=S)Nc1ccc(C(F)(F)F)cc1	0.5	-2.9	34.2*	31.3	-9.5	10.5	-12.9	-28.5	19.0
O=C(COc1ccccc1)OCC(=O)N1CCCc2ccccc21	-0.1	5.2	6.5	8.1	-0.4	0.4	-1.5	-2.5	-0.1
CC(C)[C@H](NC(=O)c1ccccc1)C(=O)OCC(=O)N1CCc2ccccc2C1	-0.5	-22.6	-9.1	-7.3	7.8	3.8	-0.6	-1.4	-0.4
Cc1ccc(N(Cc2ccccc2)C(=O)c2ccc(C)c(S(=O)(=O)N3CCOCC3)c2)cc1	-3.4	-6.5	3.3	16.5	-3.5	7.2	3.5	-8.5	3.0
CCOc1ccc(S(=O)(=O)N(CC)CC(=O)NC2CC2)cc1	-4.2	3.1	5.5	7.2	5.6	0.5	14.1	0.0	-0.6

One compound at a time, as listed above.
Listed for `Cc1ccc(C(=O)C(C)Oc2ccc3ccc(=O)oc3c2)cc1` (stereo unspecified) = M5 ag: -5.8; CHRM4 antagonist: -13.3; CHRM5 antagonist: -14.9; CRFBP-R2 block: -8.7; CHRM4 PAM: 6.5; M4 ag: 1.6; M1 PAM: 5.7; M5 PAM: 16.2; CRFR2-BP ag: 1.0
Listed for `NS(=O)(=O)c1cccc(NC(=O)c2cccc(-c3ccc(O)cc3)c2)c1` = M5 ag: -3.6; CHRM4 antagonist: 11.6; CHRM5 antagonist: 23.4; CRFBP-R2 block: -31.1; CHRM4 PAM: -3.6; M4 ag: 1.6; M1 PAM: -2.1; M5 PAM: -4.2; CRFR2-BP ag: -1.0
